aSyn yeast inh: inhibitors of alpha-synuclein toxicity in yeast | Yeast expressing alpha-synuclein, growth rescue, BacTiter-Glo, 24 h | Potency, µM (highest dose often 46.1 µM), for inactives: at the highest dose growth rescue (activation), actives largely listed as activators | hit rate 0.14% among 370,000 | AID 652106; note: potency is the fitted concentration of half-maximal effect; % of control where 0% means no effect; nearly all actives have a fitted effect of over 65% in size
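Galactose-induced alpha-syn yeast (OD600=0.02, raffinose-pregrown) + pinned cpd, 24 hr, 30 deg C; growth by BacTiter-Glo luminescence. Growth restoration scores as activation.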
PTHR1 ag: activates the human parathyroid hormone receptor PTHR1; Potency, µM (top dose mostly 115 µM), inactives show at the highest dose activation, hits mostly activators; HEK293 GP2 PTHR1 cells, GloSensor cAMP luminescence, 1 h; hit rate 0.075% among 410,000; AID 743266; note: potency is the fitted concentration of half-maximal effect; nearly all actives have a fitted effect of over 55% in size; some results filed as inactive show a strong effect at the top dose; inactives centre near -15; many of its hits are not listed in these tables
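HEK-293-derived GP2 cells expressing PTHR1 and a GloSensor cAMP reporter, 3,000/well, plated overnight, given luciferin plus IBMX (each 0.5 mM as added) for 1 h at 37 °C, then compound for 1 h at 37 °C. Luminescence was read after 15 min at room temperature.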
GLP-1R inv ag: acts as inverse agonist at human GLP-1 receptor | Potency, µM (series often up to 38.3 µM), for the others: top-dose activity change, negative = inhibition, actives largely listed as inhibitors | HEK293 GLP-1R CRE-luciferase, luminescence, 24 h; GLP-1R form is constitutively active | AID 624417 | P43220 | hit rate 1.6% among 410,000; note: potency is the fitted concentration of half-maximal effect; % is set by controls: 0 for no effect and ±100 for the full control effect; nearly all actives have a fitted effect of over 55% in size
Target sequence (P43220 whole entry, looked up): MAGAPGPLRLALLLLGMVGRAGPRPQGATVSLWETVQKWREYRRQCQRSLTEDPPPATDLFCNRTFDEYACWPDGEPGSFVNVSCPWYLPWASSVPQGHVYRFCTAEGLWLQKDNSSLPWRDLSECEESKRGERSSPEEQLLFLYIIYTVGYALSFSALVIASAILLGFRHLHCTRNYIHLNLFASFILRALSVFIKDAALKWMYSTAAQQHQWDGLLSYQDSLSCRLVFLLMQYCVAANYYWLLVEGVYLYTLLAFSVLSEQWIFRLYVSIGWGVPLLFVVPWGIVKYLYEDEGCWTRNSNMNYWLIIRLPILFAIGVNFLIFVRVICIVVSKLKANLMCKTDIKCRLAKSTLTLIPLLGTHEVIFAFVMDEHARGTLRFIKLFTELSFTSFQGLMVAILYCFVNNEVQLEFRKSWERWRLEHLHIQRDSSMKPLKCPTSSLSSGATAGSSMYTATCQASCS
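Luminescence readout: a drop in cAMP-driven luciferase signal flags inverse agonism at a constitutively active GLP-1R stably expressed in HEK293. Compound exposure lasted 24 hr at 37 deg C, 5% CO2.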
DRD3 agonist: D3 dopamine receptor (human) agonism; P35462; D3R DiscoveRx beta-arrestin cells, luminescence, 90 min; max activation, %; hit rate 0.58% among 410,000; in the data active = max activation above about 30%; note: 0% is about no effect; mostly tested at two doses, the higher about 12 µM
Target sequence (P35462 whole entry, looked up): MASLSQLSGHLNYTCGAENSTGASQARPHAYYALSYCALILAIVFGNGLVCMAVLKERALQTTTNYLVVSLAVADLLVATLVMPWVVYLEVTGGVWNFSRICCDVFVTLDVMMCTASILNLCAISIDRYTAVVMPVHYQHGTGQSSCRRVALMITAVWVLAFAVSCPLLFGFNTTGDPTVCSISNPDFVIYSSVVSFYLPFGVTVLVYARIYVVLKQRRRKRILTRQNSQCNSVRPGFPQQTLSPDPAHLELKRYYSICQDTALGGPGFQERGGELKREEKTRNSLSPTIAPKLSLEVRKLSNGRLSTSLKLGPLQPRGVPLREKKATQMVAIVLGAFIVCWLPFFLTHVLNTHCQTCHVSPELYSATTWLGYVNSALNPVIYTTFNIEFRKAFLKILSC
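Agonist mode: compounds and dopamine controls were applied to plated cells for 90 min at 37 degrees C after an overnight attachment at 1500 cells/well. Luminescent read-out followed 30 - 60 minutes at room temperature with DiscoveRx detection reagent.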
HEK293 tox: cytotoxicity in counter-screen for GLP-1R inverse agonists | HEK293 cAMP-luciferase reporter cells, luminescence, 24 h | Potency, µM (series often up to 38.3 µM), inactives show top-dose activity change, negative = inhibition, hits mostly inhibitors | hit rate 0.13% among 410,000;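 note: loss of luciferase light is scored as toxicity; potency is the fitted concentration of half-maximal effect; % is set by controls: 0 for no effect and ±100 for the full control effect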
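Luminescence readout: signal drop marks cytotoxicity. Plated cells grew 12 h at 37 °C, 5% CO2, received 23 nL compound for 24 h, then got luciferase reagent, read after 12 min at RT.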
D3 antag: D3 dopamine receptor (human) antagonism; P35462; D3R cells, DiscoveRx beta-arrestin luminescence, antagonist mode; hits give low values; max response, negative = inhibition, %; hit rate 2.5% among 360,000; in the data active = max response below about -50%; inconclusive = no clear call, values can overlap the other calls; note: % is set by controls: 0 for no effect and ±100 for the full control effect; mostly tested at two doses, the higher about 12 µM
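Cells plated overnight at 1500 cells/well, then exposed to library compounds with dopamine controls for 90 minutes at 37 degrees C. DiscoveRx reagent added for 30–60 minutes at room temperature; luminescence read, quantitative HTS format.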
TDP43 rescue: inhibitors of TDP-43 toxicity in yeast; TDP-43 expressing yeast growth rescue, BacTiter-Glo, 24 h; Potency, µM (titrated, usually from 46.1 µM), for the others: at the top dose growth rescue (activation), actives largely listed as activators; hit rate 1.8% among 410,000; AID 652104; note: potency is the fitted concentration of half-maximal effect; % of control where 0% means no effect; nearly all actives have a fitted effect of over 50% in size
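In this qHTS, compounds that restore growth of yeast expressing TDP-43 appear as activators. Cells (OD600=0.02, galactose medium, raffinose-pregrown) are incubated with compound 24 hr at 30 deg C and growth is quantified by BacTiter-Glo.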
KB-V1 MDR tox: KB-V1 MDR subline cytotoxicity; hit rate 3.4% among 400,000; Potency, µM (highest dose often 46.1 µM), for inactives: at the highest dose activity change, negative = cytotoxicity, usual class: cytotoxic; AID 1347076; KB-V1 MDR cells viability, CellTiter-Glo, 72 h; note: potency is the fitted concentration of half-maximal effect; % is set by controls: 0 for no effect and ±100 for the full control effect; nearly all actives have a fitted effect of over 60% in size
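In this primary screen, KB-V1 cells overexpressing P-gp are incubated with library compounds (lowest to highest concentration) for 72 h at 37 degrees C before a luminescent ATP viability read.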
GLP1R ag: agonists of human GLP-1 receptor; P43220; hit rate 0.007% among 380,000; AID 624172; Potency, µM (highest dose often 45.6 µM), for the others: at the highest dose activation, hits mostly activators; HEK293 GLP-1R CRE-luciferase, luminescence, 4-6 h; cells express a hypersensitive GLP-1R form; note: potency is the fitted concentration of half-maximal effect; % of control where 0% means no effect
Numbers without * were called inactive; i = inactive; ? = inconclusive; nt = not tested or not shown; [ ] = dose if it differs, or a comment. Unless noted, calls come from the whole dose curve; as a rule, active = well fitted curve in the direction sought with a large enough effect; inconclusive = small, poorly fitted or top-dose-only effect, or another doubt; inactive = no such curve, though single readings can be large; an effect the other way counts as inactive or inconclusive.

SMILES	TDP43 rescue	PTHR1 ag	HEK293 tox	GLP-1R inv ag	D3 antag	GLP1R ag	KB-V1 MDR tox	DRD3 agonist	aSyn yeast inh
CCNc1nc(NCC)n2c(SCC(=O)Nc3cccc(F)c3)nnc2n1	12%	1%	11%	9%	1	6%	?	1	-4%
C#CC[N+]1(CC#Cc2ccccc2)CCOCC1	2%	i	-11%	-1%	15	-2%	8%	1	0%
CC(C)(C)NC(=S)NC(C)(C)C	-3%	-7%	-2%	0%	2	2%	1%	13	5%
CCOc1ccc(CNCc2c(C(=O)O)c(C)n(Cc3ccc(F)cc3Cl)c2C)cc1	-8%	i	0%	3%	nt	nt	29%	-19	nt
Cc1ccc(F)c(S(=O)(=O)NC(=O)C2(C)CCN2C(=O)C2(c3ccc(Cl)cc3)CC2)c1 (stereo unspecified)	?	-36%[inhibitor]	1%	-25%	-1	-5%	-9%	-10	-7%
O=C(O)CC1(CC(=O)Nc2ccc(F)cc2F)CCCCC1	9%	-17%	-20%	2%	2	4%	21%	2	17%
COc1ccc(N2CCN(C(=O)c3ccc(NC(=O)c4nsc5ccccc45)cc3)CC2)cc1	11%[9.22 µM]	-3%	-12%	?	nt	nt	-9%	5	nt
CCOC(=O)c1c(C)[nH]c(C(=O)OCC(=O)c2ccccc2)c1C	21%	-38%[inhibitor]	-3%	?	20	2%	?	13	1%
O=C(COc1ccc(Cl)cc1)OCc1ccc(Cl)cc1	-16%	i	-2%	1%	15	5%	30%	6	22%
COC(=O)C1=C(C)N(c2ccc(Cl)cc2)/C(=C/c2cccs2)C1=O	0%	-7%	-4%	-1%	-7	0%	-8%	1	3%
COc1cccc(CNC(=O)CN2C(=O)N(c3cccc(Cl)c3)S(=O)(=O)c3ccccc32)c1OC	7%	-23%	-1%	3%	nt	-1%	-29%	0	nt
CC(C)OC(=O)c1nn2c(C(F)(F)F)cc(-c3ccc(Br)o3)nc2c1Br	-1%	-14%[57.5 µM]	5%	3%	19	-16%	16%	12	-6%
CC#CCN1C=C(C(=O)OCC)C(C)N(Cc2ccc(Br)cc2)S1(=O)=O (stereo unspecified)	-31%	-33%	7%	?	?	1%	-3%	3	-4%
COc1cc(CCC(=O)OCC(=O)Nc2ccccc2C(C)C)cc(OC)c1OC	18%	i	5%	6%	25	3%	22%	-4	2%
CSc1cccc(N2CC(C(=O)NCCN3C(=O)S/C(=C\c4cccnc4)C3=O)CC2=O)c1 (stereo unspecified)	16%	i	15%	-1%	11	-6%	0%	16	4%

Look-ups from above.
`CSc1cccc(N2CC(C(=O)NCCN3C(=O)S/C(=C\c4cccnc4)C3=O)CC2=O)c1` (stereo unspecified) in aSyn yeast inh = 4%
`CC(C)OC(=O)c1nn2c(C(F)(F)F)cc(-c3ccc(Br)o3)nc2c1Br` in GLP1R ag = -16%

Additional structures.
SMILES	TDP43 rescue	PTHR1 ag	HEK293 tox	GLP-1R inv ag	D3 antag	GLP1R ag	KB-V1 MDR tox	DRD3 agonist	aSyn yeast inh
CC1(C)Cc2c(C#N)c(N3CCOCC3)nc(-c3ccccc3)c2CO1	20%	-2%	2%	?	11	5%	?	3	-3%
COC(=O)c1ccc(CNC(=O)COC(=O)CC23CC4CC(CC(Br)(C4)C2)C3)cc1	12%	i	6%	8%	-26	1%	3%	-9	0%
CC(Sc1nnc(CN2CCCC2)n1Cc1ccccc1)C(=O)Nc1ccc(F)c(F)c1F (stereo unspecified)	-20%	i	-10%	5µM*	15	6%	1µM*	-1	-3%
COC(=O)c1cccc(NC(=O)CC2C(=O)NCCN2C(=O)c2ccc(F)cc2F)c1 (stereo unspecified)	2%	-3%	6%	20%	1	6%	61%	2	-1%
Cc1ccc(C(O)Cn2cc([N+](=O)[O-])nc2C)cc1 (stereo unspecified)	-9%[1.82 µM]	i	7%	-3%	21	12%	-11%	-3	-3%
O=[N+]([O-])c1ccc(C(O)CN2CCN(c3ccccc3)CC2)cc1 (stereo unspecified)	-4%	-12%	-5%	?	2	10%	-6%	34*	2%
Cn1c(=O)[nH]c(=O)c2c1nc(Sc1ccccc1)n2CCc1ccccc1	15%	i	-14%	13%	7	-4%	13%	7	3%
COCCCNC(=O)Cn1nnc(-c2ccccc2NC(=O)c2ccc(F)cc2)n1	0%	24%[57.5 µM]	-14%	0%	-20	-5%	0%	-4	0%
CCc1nnc(NC(=O)CCC(=O)N2CCN(Cc3ccc(F)cc3)CC2)s1	7%	-17%	2%	3%	-1	1%	2%	-1	-7%
CCOc1ccc(S(=O)(=O)N2CCCC(C(=O)NCCN3CCOCC3)C2)cc1Cl (stereo unspecified)	-14%	-23%	0%	-11%	-5	13%	-15%	8	-4%
COc1ccccc1NC(=O)N1CCCC1C(=O)NCc1ccccc1Cl (stereo unspecified)	1%	i	-19%	5%	13	2%	13%	9	0%
COc1ccc(OCc2nc3c4c(-c5ccc(OC)cc5)c(-c5ccc(OC)cc5)oc4ncn3n2)cc1	-9%	-19%	7%	7%	nt	-5%	0%	-6	?
CCCOc1ccc(/C(O)=C2/C(=O)C(=O)N(CCCOC)C2c2ccncc2)cc1 (stereo unspecified)	0%	i	-5%	-3%	47	-2%	?	-9	4%
COc1ccc(-c2noc(C(=O)NCc3ccc(F)cc3)n2)cc1OC	-11%[0.397 µM]	-19%	-2%	-27%	18	7%	0%	-2	4%
COc1ccc(N2CCN(C(=O)CSc3nnc(CNc4ccccc4)o3)CC2)cc1	-14%	-17%	0%	?	15	3%	?	-15	0%
Cc1ccc(-c2cc(C(=O)NCC3(N(C)C)CCCCC3)c3ccccc3n2)o1	10%	i	0%	-8%	-7	24%	4%	-2	3%
CCOC1=C2CN(S(=O)(=O)c3ccc(C)cc3)[C@H](c3ccc(CC)cc3)C[C@@H]2N(S(=O)(=O)c2ccc(C)cc2)[C@H](c2ccccc2)C1	12%	-31%[inhibitor]	0%	15%	12	9%	12%	10	-4%
COC(=O)c1sccc1NC(=O)Cc1ccc(OC)cc1	?	i	-10%	60%[activator]	23	?	?	5	-1%
O=C(CCCN1C(=O)c2ccccc2C1=O)Nc1ccc(Br)cn1	-12%	i	5%	34%[activator]	17	-8%	17%	0	2%
O=C1C(=O)c2ccccc2C(O)=C1CCCCl	?	i	-23%	?	-25	0%	?	1	-81%[inhibitor]
CC1(C(=O)O)CCC(C(=O)Nc2ccc(F)cc2)C1(C)C (stereo unspecified)	-2%	i	1%	8%	12	-10%	?	7	1%
CCOc1ccc(S(=O)(=O)NN)cc1	15%	i	-6%	8%	1	-3%	-3%	3	12%
Cc1nn(-c2ccccc2)c(Cl)c1/C=N/NS(=O)(=O)c1ccc(Br)cc1	?	-6%	3%	1%	?	0%	?	-6	11%
COc1ccc(-c2ccnc3cc(C(=O)O)nn23)cc1	-5%	-8%	21%	18%	4	-1%	4%	0	2%
CC1(C(=O)NCc2ccc3c(c2)OCO3)CCN1C(=O)CC1CCCC1 (stereo unspecified)	0%	i	1%	6%	-23	18%	?	-6	2%
COc1ccc(Cl)cc1S(=O)(=O)N1CCCC(C(=O)N2CCCC2)C1 (stereo unspecified)	5%	-7%	-1%	15%	-4	-4%	0%	8	4%
CCC(CC)C(=O)N1CCc2cc(OC)c(OC)cc2C1COc1ccc(C(=O)OC)cc1 (stereo unspecified)	28µM*	i	-6%	-6%	nt	?	?	2	1%
Nc1nc2ccc(S(=O)(=O)N3CCCCC3)cc2s1	?	-2%	-32%	-11%	-12	5%	4%	7	-4%
COc1ccc(S(=O)(=O)Cc2ccc(C(=O)N3CCN(c4cccc(C)c4C)CC3)o2)cc1	25µM*	-18%	-24%	?	12	-6%	?	4	1%
Cc1cccc(NC(=O)CCS(=O)(=O)c2ccccc2)c1	10%	i	-7%	13%	8	-6%	28%	1	2%
Cc1nc2ccc(NC(=S)N3CCN(c4ccccn4)CC3)cc2nc1C	-6%	i	18%	1%	9	1%	0%	14	0%
CCc1nnc2c(N3CCN(c4cc(Cl)ccc4C)CC3)nc3ccccc3n12	2%	i	9%	12%	nt	nt	?	-14	nt
C/C(=N\Nc1nccnc1Cl)c1ccc(Br)cc1	19%	i	?	?	0	18%	-15%	1	-4%
O=C(NCc1ccccc1Cl)C1CCC(=O)N(C2CC2)C1 (stereo unspecified)	6%	-16%	-9%	9%	-6	-9%	3%	-2	0%
Cc1cc(NC(=O)CSC2=NS(=O)(=O)c3cc(Cl)ccc3N2)no1	-3%	-16%	13%	-4%	20	1%	0%	1	3%
CCOC(=O)Nc1ccc2c(CN3C(=O)NC4(CCCC4)C3=O)cc(=O)oc2c1	-12%	-7%[57.5 µM]	-7%	-5%	54	8%	4%	-5	-3%
CCn1cc(CNC(=O)/C=C/c2ccc([N+](=O)[O-])cc2)cn1	?	i	-1%	-10%	-17	-1%	8%	-6	2%
O=C(NCc1ccc2c(c1)OCO2)C1CCCN(S(=O)(=O)c2cccc3cccnc23)C1 (stereo unspecified)	8%	-33%[inhibitor]	-2%	-31%	14	-3%	-1%	3	1%
CN(C)CCN(Cc1cc2cc3c(cc2nc1Cl)OCO3)C(=O)c1ccco1	-19%	-17%	-7%	6%	3	17%	?	-4	21%
COc1ccccc1OCCNC(=O)CC(NC(C)=O)c1ccccc1 (stereo unspecified)	8%	i	-3%	25%	-4	-6%	0%	-9	1%
O=C(Nc1ccc(Cl)c(Cl)c1)c1cccnc1	18µM*	-76%[inhibitor]	-9%	0%	0	-2%	-1%	-8	-1%

This is a subset, so the mix of outcomes need not match the whole.
